T cell HTS: modulates CD8 T cell binding to vesicles. 2C CD8+ T cell-vesicle binding, flow cytometry; active compounds read low. calls only at 7 µM. actives 0.068% (n = 330,000);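 active = response, share of CD8 T cells binding vesicles, and their 90th percentile fluorescence all below set limits, cut at about 80% in these data, passing the limit was not always enough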
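material = purified 2C TCR transgenic mouse naive CD8+ T cells | controls = Unloaded micro-vesicles (low), QL9 vesicles with 0.7% DMSO (high) | detection = cytometric PE anti-B7-1 and Alexa647 anti-CD8 signals after 1% paraformaldehyde fixation | incubation = binding step 1.5 h, 37 °C, antibody labelling 20 min, ice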
b-catenin transl: alters nuclear translocation of beta-catenin in HeLa cells; immunofluorescence imaging; nuclear translocation activity, % at 5 µM; actives 0.3% (n = 190,000);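 active = nuclear translocation activity above 50% at 5 µM, with a well cell count of 50 or more; inconclusive = wells under 50 cells across six images, flagged as toxic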;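 note: per-cell ratio of nuclear to cytoplasmic median beta-catenin stain intensity; plate controls were DMSO negative control for no effect and GSK-3 inhibitor IX positive control for full effect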
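Test system: human HeLa cells, native beta-catenin. Compound dosing: 5 µM primary single dose, 0.1% DMSO, 0.02–20 µM confirmation series. Incubation: compound exposure 24 h at 37°C. Detection: beta-catenin immunostaining with DAPI counterstain, 20x imaging, 6 fields/well. Read-out basis: Nuclear/cytoplasmic beta-catenin signal ratio, % activation.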
PhoP inhibition: PhoP-dependent GFP reporter repression – Salmonella Typhimurium, primary screen (AID 1863); S. Typhimurium PhoP-regulated promoter GFP reporter, 4 h; higher % means a stronger effect; one-dose inhibition, % at 50 µM; IC50 in µM for titrated hits; actives 0.16% (n = 300,000);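 active = inhibition over 29.93%, a cutoff 3 SD above the screen mean, later confirmed by dose response; inconclusive = inhibition over 29.93% but no dose response follow-up; inactive = inhibition at most 29.93% or unconfirmed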;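 note: 0% = low Mg2+ inducing control and 100% = high Mg2+ repressing control; strong numbers were not always called active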
Lipid droplet: modulators of hepatic lipid droplet formation; actives 0.4% (n = 240,000); AID 1656; inhibition, % at 6.5 µM; AML12 mouse hepatocytes, oleate lipid droplets, BODIPY imaging;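 active = lipid droplet intensity inhibited by at least 50%, with more than 500 cells counted; inconclusive = wells with under 300 cells, treated as cytotoxic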
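System: AML12 hepatocytes (mouse). Probe or stimulus: oleic acid at 100 µM to induce lipid droplet formation. Times: overnight treatment with compound plus oleate. Detection: Image-based BODIPY and DAPI two-channel analysis. Evaluation: percent inhibition of filter-corrected integrated lipid droplet intensity per well.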
Ins promoter up: MIN6 insulin promoter up-regulation | MIN6 insulin promoter-GFP reporter, high-content imaging; active compounds read high | z-score at 5 µM | actives 0.3% (n = 190,000) | AID 1625;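 active = z-score above 3 at 5 µM with at least 500 cells counted in the well; inconclusive = wells under 500 cells, flagged as cytotoxic or low count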
ER stress rescue: rescue of cells from ER stress-induced death, primary screen, 384-well, CSM14.1, thapsigargin, ATP luminescence (AID 1222); CSM14.1 thapsigargin-induced death rescue, ATP luminescence; higher % means a stronger effect; one-dose cellular ATP content (survival), % at 20 µM; EC50 in µM for titrated hits; 190,000 tested, under 10 active;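 active = EC50 below 50 µM in the dose-response confirmation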;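 note: death triggered by thapsigargin at about 15 µM added after 2 h compound pretreatment; cell ATP read after overnight thapsigargin exposure of roughly 18 to 22 hours; normalized against plate controls of thapsigargin alone and 5% DMSO vehicle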
Autophagy mod: alters autophagy in cells; MEF GFP-LC3 puncta imaging; test concentration mostly 10 µM; calls only at 10 µM (by protocol); actives 0.98% (n = 190,000); AID 463193;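 active = percentage of spot-positive cells more than 3 SD above its plate mean, without a fluorescence outlier flag or 80% toxicity; inconclusive = no clear call, values can overlap the other calls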;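 note: spot-positive cell cutoff set from DMSO-treated cells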
Dynein transport: blocks dynein driven cargo transport along microtubules. 3617.4 mouse cells, GR-EGFP nuclear translocation imaging; test concentration mostly 20 µM; stimulated with dexamethasone, 1 µM; active compounds read low. z-score, hits read low. actives 0.47% (n = 220,000). AID 1381;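 active = plate z-score of nuclear minus cytoplasmic receptor signal below a set negative limit, without overly bright fluorescence or cell loss, cut at about -3.5 in these data, passing the limit was not always enough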;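 note: z-score of nuclear minus cytoplasmic ring GR-EGFP intensity difference per well; some compounds called inactive have numbers as strong as hits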
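Schedule: 48 h induction, then 1 h compound, then 30 min agonist, 37 °C. Buffer or medium: tetracycline-free induction medium containing charcoal-stripped FBS. Reagent: 1.0 µM final dexamethasone stimulus. Evaluation: nuclear versus cytoplasmic GR-EGFP signal, averaged per well. Signal: high-content fluorescence imaging after fixation.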
MT stabilize HCS: microtubule stabilization, imaging screen; HeLa tubulin immunostaining HCS, 24 h; share of cells brighter than vehicle mean+2SD; % tubulin-high responders, % at 10 µM; actives 0.83% (n = 200,000); AID 2205;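 active = plate Z-score above 3 for both tubulin-high and condensed-nucleus cell shares, with cell loss under 80%, at 10 µM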;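 note: anti alpha tubulin signal scored within the nucleus-defined area of each cell; some results filed as inactive read as strong as hits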
Dynein transport cytoplasmic EGFP: further read-out of Dynein transport, marked with its call; z-score; measured here: cytoplasmic GR-EGFP intensity; active compounds read high
Dynein transport nuclear GR-EGFP: also measured in Dynein transport; calls as there; z-score; measured here: nuclear GR-EGFP intensity;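 lower value marks the stronger effect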
Dynein transport cell count: recorded beside Dynein transport, whose call it bears; z-score; measured here: cell count per field
Ins promoter up cell count: further read-out of Ins promoter up, marked with its call; cell count; measured here: cytotoxicity, nuclei count;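 total cells summed across four imaged fields per well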
Lipid droplet cells 6.5 µM: further read-out of Lipid droplet, marked with its call; cell count; measured here: cell count, cytotoxicity flag;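 cells counted across two imaged fields per well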
b-catenin transl cell count 5 µM: further read-out of b-catenin transl, marked with its call; cell count; measured here: cell count, cytotoxicity flag
T cell HTS vesicle-bound %: second read-out of T cell HTS, no call of its own (marks repeat the call); double positive events, %; measured here: CD8+ vesicle-bound cell fraction;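 binding gate set so that unloaded-vesicle control wells show 10% double positive cells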
MT stabilize HCS Hoechst-high %: second read-out of MT stabilize HCS, no call of its own (marks repeat the call); % Hoechst-high responders; measured here: nuclear condensation Hoechst responders;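 share of cells brighter than vehicle mean plus two SD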
MT stabilize HCS cytotoxicity %: further read-out of MT stabilize HCS, marked with its call; toxicity, %; measured here: cytotoxicity by cell density;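 0% = mean cell density of plate MIN control wells and 100% = no cells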
Autophagy mod cell loss 18 h: second read-out of Autophagy mod, no call of its own (marks repeat the call); toxicity, %; measured here: cell loss, nuclei count;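 cell loss after 18 h compound exposure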
* hit, by the source's call; i = inactive; ? = inconclusive; / = no result given; + = active, no number.

mol,T cell HTS,T cell HTS vesicle-bound %,b-catenin transl,b-catenin transl cell count 5 µM,PhoP inhibition,Lipid droplet,Lipid droplet cells 6.5 µM,Ins promoter up,Ins promoter up cell count,ER stress rescue,Autophagy mod,Autophagy mod cell loss 18 h,Dynein transport,Dynein transport cytoplasmic EGFP,Dynein transport nuclear GR-EGFP,Dynein transport cell count,MT stabilize HCS,MT stabilize HCS Hoechst-high %,MT stabilize HCS cytotoxicity %
Cc1cc2c(cc1C)N(C(=O)CSC1=NCCS1)C(C)(C)c1ssc(=S)c1-2,i,47,-0.4,969,20%,67*,621*,-0.8,1759,-0.4%,i,9,-0.14,-0.16,-0.23,0.48,3.0,1.7,8.7
C=CCOc1ccc(C2C(C(=O)c3ccco3)=C(O)C(=O)N2Cc2cccnc2)cc1 (stereo unspecified),i,35,/,/,3%,-25,702,0.24,1069,/,i,1,1.6,-0.1,1.2,-1.1,2.4,1.4,4.8
Cc1nn(-c2ccccc2)c(N2CCCC2)c1/C=N/NC(=O)c1ccccc1O,i,20,1.6,470,-4%,-25,598,-0.17,1212,-1.6%,i,9,0.62,-0.34,0.63,0.12,2.3,3.3,4.6
Cc1cc(OCCCN2CCN(Cc3ccccc3)CC2)ccc1[N+](=O)[O-],i,9,1.2,1605,5%,2,608,-1.2,1393,-2.8%,i,-1,1.4,-0.068,0.97,-0.85,2.6,0.7,3.8
CCCCCCOc1ccc(N2C(=O)CC(NCCc3ccc(S(N)(=O)=O)cc3)C2=O)cc1 (stereo unspecified),i,40,2.9,1260,7%,-8,709,-0.39,863,0.9%,i,-6,-0.29,0.26,0.32,-0.17,1.2,1.5,8.3
O=C(CCN1CCN(S(=O)(=O)c2ccc(Cl)cc2)CC1)Nc1ccccc1F,i,51,-0.4,1178,-4%,-2,687,-0.51,1304,-4.1%,i,11,-0.21,-0.32,0.0031,0.54,3.3,1.6,7.3
O=C(Nc1ccc(O)cc1)C1CCCN1S(=O)(=O)c1ccc(F)cc1 (stereo unspecified),i,35,1.3,960,-4%,-6,616,-0.87,1355,-2.3%,i,-10,0.56,-0.2,0.55,0.13,2.3,1.6,15
CCSc1ncc(/C=N/Nc2ccc(Cl)cc2)n1C,i,50,6.8,1464,17%,/,/,-1.5,1252,-2.6%,i,0,-0.73,-0.21,-0.49,1.4,2.5,1.2,12
CSCC[C@H](NC(=O)CCn1nnc2ccccc2c1=O)C(=O)O,i,47,-4.6,1048,-15%,/,/,0.12,1273,2.6%,i,13,-0.94,-0.13,-0.15,0.65,4.4,1.5,6.0
CCCCCCCC1CC(/C(C)=N/NC(N)=O)OC1=O (stereo unspecified),i,6,-0.6,566,-2%,-5,687,0.12,1181,-1.1%,i,25,-0.84,0.23,0.39,-0.055,3.9,3.2,6.2
C[C@H](N)C(=O)OCc1ccc([N+](=O)[O-])cc1,i,53,-1.3,1381,-2%,-8,762,0.19,991,/,/,/,0.28,-0.037,-0.085,-0.086,/,/,/
COc1ccccc1-n1c(C)cc(SC)c(C(C)=O)c1=S,i,45,-3.5,1243,-8%,-26,738,-0.92,950,3.5%,i,-16,0.53,-0.22,0.72,0.4,2.6,1.4,3.8
Oc1ccc(NCc2ccccc2OCc2ccccc2)cc1,i,54,/,/,7%,-17,632,-0.65,881,-2.1%,i,14,-0.33,-0.3,-0.52,0.58,2.4,4.3,0.7
COc1ccc2nc(N3C(=O)/C(=C/c4ccccc4)NC3=S)sc2c1,i,1,3.4,873,-9%,2,670,0.42,1136,0.6%,+,6.2*,-0.29,5.1,1.7,0.85,4.2,2.6,1.3
O=C1NC(=Nc2ccc(O)cc2)S/C1=C/c1ccco1,i,49,1.0,1094,-7%,19,757,-0.24,1256,0.8%,i,3,-0.58,-0.21,-0.46,0.74,4.1,2.0,3.7
COc1ccc(NC(=O)Nc2cccc(C)n2)cc1,i,25,8.4,990,-8%,18,654,-0.31,1640,-2.4%,i,8,-0.16,-0.15,0.26,0.91,3.4,1.8,2.4
Cc1ccnc(NS(=O)(=O)c2ccc(NC(=O)c3ccc(S(=O)(=O)N4CCCC4)cc3)cc2)n1,i,60,-1.8,1126,-11%,0,678,0,1318,-1.2%,i,5,-0.26,-0.33,0.019,0.048,4.4,1.5,4.0
COC(=O)c1c(NC(=O)Cc2cccs2)sc2c1CCCC2,i,10,1.5,1036,-6%,-1,622,-0.39,1819,-1.3%,i,5,0.6,-0.12,0.63,-1.5,5.6,3.7,12
Cc1ccc(C)c(Nc2nc3c(S(=O)(=O)c4ccccc4)nnn3c3ccccc23)c1,i,34,-4.8,479,-3%,3,609,0.31,1183,0.5%,i,-6,-0.58,-0.3,-0.76,0.56,3.4,2.4,4.9
Cc1c(Cc2c(C)n(C)n(-c3ccccc3)c2=O)c(=O)n(-c2ccccc2)n1C,i,47,-6.5,623,-8%,-9,785,-0.03,1156,-2.8%,i,-2,0.39,-0.13,1.5,-1.1,2.8,2.7,9.6
Cn1c(=O)cc(SCC(=O)Nc2ccccn2)c2ccccc21,i,6,5.2,1453,1%,/,/,0.26,1663,-1.3%,i,4,0.071,0.065,0.22,0.66,2.6,4.1,6.5
Cc1c([N+](=O)[O-])c(C/C=N/O)nn1C,/,/,0.8,1240,-8%,-11,702,0.9,984,/,/,/,-0.76,-0.28,-0.24,1.2,/,/,/
COC(=O)/C=C1\NC(=O)C(C)S1 (stereo unspecified),i,47,1.2,1028,6%,14,714,0.3,1065,0.0%,i,-1,0.57,-0.3,0.08,-0.28,3.1,1.0,6.2
CCCCOC(=O)c1ccc(NC(=O)c2c(OC)cccc2OC)cc1,i,61,-2.5,1046,-4%,-10,695,0.14,1177,-0.3%,i,-11,0.13,-0.21,0.58,-0.53,2.1,1.6,12
COc1ccc(NC(=O)c2ccc3c(SCC(=O)O)c4c(nc3c2)CCCC4)cc1Cl,i,17,0.6,1065,6%,-2,680,-0.35,1329,0.6%,i,-1,1.6,-0.29,0.29,-0.32,14,0.6,6.2
CC1=NNC(=O)C1CCC(=O)N/N=C\c1ccccc1[N+](=O)[O-] (stereo unspecified),i,42,-0.5,1389,-1%,/,/,-0.6,1329,0.3%,i,-22,0.031,0.13,0.55,0.28,2.9,2.2,0.2
Cc1ccc(N2CCC(N3CCN(C4CCCCC4)C(CCO)C3)CC2)cc1 (stereo unspecified),i,60,1.6,1099,9%,-2,684,-0.03,1274,0.3%,i,11,0.28,-0.1,0.29,0.04,2.7,1.7,8.2
O=c1nc(N/N=C/c2ccccn2)cn[nH]1,i,41,2.5,1009,?,-30,514,0.71,1046,-0.7%,i,16,-0.39,-0.36,-0.1,0.57,2.1,2.3,24
COC(=O)C(F)(F)Sc1c(C)[nH]c2ccccc12,i,26,-1.8,1060,-8%,10,788,2.1,1081,-2.7%,i,0,-0.5,-0.19,-0.31,0.78,4.1,2.1,4.7

Screening data as filed in PubChem BioAssay.
